# S1P4 ag – agonists of human S1P4 receptor; O95977; S1P4-expressing cell line, agonist reporter assay; activation, % at 4.98 µM; 0.35% of 220,000 active; AID 1509; in the data active = activation above about 11%;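 note: 0% = DMSO vehicle and 100% = reference agonist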
# eIF4E 4G PPI – inhibitors of eIF4E and eIF4G interaction in translation initiation | P63073+Q04637 | TR-FRET eIF4E-eIF4GI(517-606) binding, 2 h | inhibition, % at 21.7 µM | 0.37% of 220,000 active | AID 782;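 active = inhibition above about 30%, limit read from the data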;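 note: 0% = full FRET control wells and 100% = background wells lacking eIF4GI fragment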
# EP2 mod – modulators of human EP2 prostaglandin E2 receptor; P43116; induction, % at 25 µM; EP2-expressing cells, cAMP HTRF FRET, PGE2 co-stimulation; 0.83% of 260,000 active; AID 940;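 active = compounds whose cAMP rise, as percent of the full-agonist control response, exceeds 60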;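 note: rat C6 glioma line stably carrying human EP2 under a CMV promoter; the protocol text gives 20 µM as final concentration; 100% = response of wells given 1 µM PGE2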
# NPY2 pot ag – potentiates or activates human NPY-Y2 receptor; P49146; cells expressing NPY-Y2, potentiator/agonist read-out; activation, % at 3.6 µM; 0.45% of 220,000 active; in the data active = activation above about 27%;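 note: cells stimulated with NPY near EC25 plus isoproterenol at EC100; 0% = vehicle plus submaximal agonist and 100% = vehicle plus saturating agonist; some results beyond the cut were filed as inactive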
# Target sequence (P49146 whole entry, looked up): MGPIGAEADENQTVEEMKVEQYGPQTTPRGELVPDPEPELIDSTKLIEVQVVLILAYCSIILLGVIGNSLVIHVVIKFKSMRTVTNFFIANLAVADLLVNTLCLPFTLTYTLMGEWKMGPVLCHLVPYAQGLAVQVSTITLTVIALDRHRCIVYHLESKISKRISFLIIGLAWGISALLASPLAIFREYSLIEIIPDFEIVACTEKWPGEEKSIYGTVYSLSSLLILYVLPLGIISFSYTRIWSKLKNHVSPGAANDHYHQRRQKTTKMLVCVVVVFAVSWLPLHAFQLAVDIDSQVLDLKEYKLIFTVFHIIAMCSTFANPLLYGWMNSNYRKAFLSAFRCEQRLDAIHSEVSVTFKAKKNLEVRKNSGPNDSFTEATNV
# NPY Y1 blocker – antagonists of human neuropeptide Y receptor Y1 | P25929 | HEK293-CNG Y1 cells, membrane potential fluorescence; NPY at EC95, then isoproterenol | inhibition, % at 3.6 µM | 1% of 200,000 active;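 active = inhibition above the campaign mean inhibition of all tested compounds plus 3 SD, cut at about 20% in these data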;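 note: 0% = DMSO wells given NPY plus isoproterenol and 100% = isoproterenol alone without NPY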
# Target sequence (P25929 whole entry, looked up): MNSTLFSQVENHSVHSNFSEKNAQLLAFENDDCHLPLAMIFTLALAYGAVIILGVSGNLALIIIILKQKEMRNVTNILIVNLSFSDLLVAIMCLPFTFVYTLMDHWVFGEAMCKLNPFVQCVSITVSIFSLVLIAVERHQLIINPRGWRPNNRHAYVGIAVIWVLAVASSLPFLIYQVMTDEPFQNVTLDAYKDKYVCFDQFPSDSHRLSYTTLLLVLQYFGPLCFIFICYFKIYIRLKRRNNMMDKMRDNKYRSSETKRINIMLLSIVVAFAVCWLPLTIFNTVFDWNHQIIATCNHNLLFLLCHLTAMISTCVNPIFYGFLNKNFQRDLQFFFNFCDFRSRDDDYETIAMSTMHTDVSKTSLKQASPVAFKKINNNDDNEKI
#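 Benchmarks – high control isoproterenol alone, low control NPY with isoproterenol · Material – HEK293 Y1/CNG channel cell line · Times – dye 3 h, compound 60 min room temperature, stimulation 45 min · Probe or stimulus – NPY (25 nM), isoproterenol (1 µM), Ro 20-1724 (25 µM) · Evaluation – % inhibition of NPY effect · Signal – fluorescence, membrane potential probe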
# EP2 antag – EP2 receptor (human) inhibition. P43116. C6 glioma cells expressing human EP2, cAMP TR-FRET; cells stimulated with saturating PGE2. inhibition, % at 25 µM. 0.52% of 260,000 active. AID 1422;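 active = percent inhibition above 40 after rounding to a whole number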;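 note: rat C6 glioma host cells with rolipram phosphodiesterase inhibitor present; the protocol text gives 20 µM as final concentration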
# NPY1 pot ag – potentiators or agonists of human neuropeptide Y receptor Y1. P25929. NPY-Y1 expressing cells, potentiator/agonist activation. activation, % at 3.6 µM. 0.37% of 220,000 active; in the data active = activation above about 33%, passing the limit was not always enough;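 note: cells stimulated with NPY at EC10 then isoproterenol at EC100; 0% = low agonist plus stimulus and 100% = saturating agonist plus stimulus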
# p97 ATPase inh – inhibitors of human p97 ATPase. recombinant p97 ATPase, Kinase-Glo ATP luminescence, 3 h. inhibition, % at 8 µM. AID 1481. P55072. 0.42% of 220,000 active; in the data active = inhibition above about 15%;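 note: 0% = DMSO vehicle and 100% = wells lacking enzyme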
# S1P4 antag – blocks the human S1P4 receptor; O95977; S1P4-expressing cells, antagonist mode, reporter read-out; inhibition, % at 4.98 µM; 0.26% of 220,000 active; AID 1510; in the data active = inhibition above about 29%;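 note: 0% = wells stimulated with agonist and 100% = vehicle wells without agonist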
# Numbers without * were called inactive; / = no result given; & = joins results of further samples; [ ] = dose if it differs, or a comment.
# Fields – S1P4 ag	eIF4E 4G PPI	EP2 mod	NPY2 pot ag	NPY Y1 blocker	EP2 antag	NPY1 pot ag	p97 ATPase inh	S1P4 antag
- Oc1ccc(NC(=S)N=Nc2c(O)[nH]c3ccccc23)cc1
  1.3	-3	-56	22	-6	11	10	6	-15
- Cn1nc(-c2ccc(N3CCOCC3)c(NS(=O)(=O)c3ccccc3)c2)c2ccccc2c1=O
  1.4	-4	33	-10	2	2	-28	-1	6
- Cc1ccccc1S(=O)(=O)Nc1ncc(C(F)(F)F)cc1Cl
  0.5	0	-3	2	-1	6	3	-2	2
- COc1ccc(C2Nc3ccccc3C(=O)N2c2ccccc2)cc1CN1CCOCC1 (stereo not given)
  -1.7	2	8	-2	1	4	11	-1	-10
- O=C1CCCCC1C(=O)c1cn(-c2ccc(Cl)c(Cl)c2)nn1 (stereo not given)
  -0.2	-2	25	-5	5	2	4	1	1
- CCCCC(CC)c1nnc(NC(=O)c2cccs2)s1 (stereo not given)
  0.0	-2	-19	-1	-8	6	5	-6	29*
- CC1Cc2ccccc2N1CC(=O)NCc1ccc2c(c1)OCO2 (stereo not given)
  0.1	-1	-1	-1	7	6	-6	3	-3
- CCOc1ccc(-n2c(=O)c3c4c(sc3n(CC(=O)NCc3ccco3)c2=O)CCC4)cc1
  3.7	-21	12	9	2	13	17	4	-2
- O=C(C1CCCN(S(=O)(=O)c2cccc3nsnc23)C1)N1CCCCCC1 (stereo not given)
  -0.4	0	-10	0	0	5	12	-1	5
- O=C(NCc1ccco1)c1cccc(-c2nnc(-c3ccccc3)o2)c1
  -1.8	0	-5	-8	7	28	2	1	-9
- O=C(Cc1ccc(Cl)cc1)Nc1ccc(CN2CCCCC2)cc1
  0.2	1	-52	8	/	20	13	3	10
- CCOC(=O)C1CCN(c2ncnc3c2oc2ccccc23)CC1
  1.0	0	-35	-7	16	11	-17	-2	-3
- Nc1nnnn1NCc1cccc(OCc2ccccc2)c1
  -2.6	2	-1	9	-5	13	-9	0	-19
- COc1ccc(CN(C)CC(=O)Nc2ccc(Cl)cc2F)c(OC)c1
  -0.6	2	-48	-2	/	4	-11	3	-5
- OC(CNCc1ccccc1)c1ccccc1 (stereo not given)
  0.9	-5	-14	-8	/	12	-2	7	4
- CC(C)CNC(=O)c1ccc(NC(=O)c2ccccc2[N+](=O)[O-])cc1
  -0.5	2	-11	7	-1	4	-5	4	-6
- CSCc1cc(N(C)C)nc(SCc2ccc(Cl)c(Cl)c2)n1
  -0.4	3	25	-1	13	3	-13	-3	-1
- Cn1c(=S)[nH]c2cccnc21
  -1.3	2	13	-5	-12	13	-22	-3	13
- CCOC(=O)c1sc(=S)n(Cc2ccccc2)c1N
  1.0	-6	13	20	-5	12	25	-4	4
- Cc1ccccc1C(=O)NC(CC(C)C)C(=O)Nc1cccc(S(=O)(=O)N(C)C)c1 (stereo not given)
  1.4	3	35	1	-3	9	3	3	-18

# Reformatted with tabs: 3 of the compounds above
smiles	S1P4 ag	eIF4E 4G PPI	EP2 mod	NPY2 pot ag	NPY Y1 blocker	EP2 antag	NPY1 pot ag	p97 ATPase inh	S1P4 antag
O=C(Cc1ccc(Cl)cc1)Nc1ccc(CN2CCCCC2)cc1	0.2	1	-52	8	/	20	13	3	10
CCOC(=O)C1CCN(c2ncnc3c2oc2ccccc23)CC1	1.0	0	-35	-7	16	11	-17	-2	-3
Nc1nnnn1NCc1cccc(OCc2ccccc2)c1	-2.6	2	-1	9	-5	13	-9	0	-19

# The results go on.
# Fields – S1P4 ag	eIF4E 4G PPI	EP2 mod	NPY2 pot ag	NPY Y1 blocker	EP2 antag	NPY1 pot ag	p97 ATPase inh	S1P4 antag
- COc1ccc(N2CCN(CCNC(=O)c3nnc(Cc4c(F)cccc4Cl)o3)CC2)cc1
  1.9	-3	7	5	12	7	14	-1	14
- c1ccc2c(c1)nnn2CNc1nccs1
  -0.4	2	36	3	1	7	14	4	-7
- Cc1ccsc1/C=N/NC(=S)NCCc1ccccc1
  0.7	-2	-11	-34	19	6	-47	-2	-18
- N=C1S/C(=C\c2ccco2)C(=O)N1c1ccc2c(c1)OCO2
  1.7	13	-15	-14	-4	10	4	4	-14
- CC1(C)CC(=O)C2=C(C1)N=c1s/c(=C/c3ccc(F)c(F)c3)c(=O)n1C2c1ccc(F)cc1 (stereo not given)
  0.3	-12	26	-2	8	31	6	2	-5
- Cc1nc(N2CCN(Cc3ccc(Cl)cc3)CC2)c2oc3ccccc3c2n1
  1.0	3	-45	-35	/	19	-9	-3	-9
- CC(=O)C1=C(C)NC(SCC(=O)c2ccc(C)cc2)=C(C#N)C1c1ccco1 (stereo not given)
  3.3	0[fluorescence artefact?]	3	9	4	1	9	1	-13
- Cc1[nH]c2ccc(OC(=O)N3CCOCC3)cc2c1C(=O)OC(C)C
  3.3	2	-12	2	3	5	10	1	0
- NC(=O)Cc1c[nH]c2cccc(O)c12
  0.8	-1	16	-6	-4	8	16	8	-27
- NC(=O)C1(N2CCCCC2)CCN(C(=S)Nc2ccc(F)cc2)CC1
  0.5	18	-8	13	4	7	20	4	-11
- Cc1ccc(-n2nnnc2SCc2nnc(-c3ccccc3Br)o2)cc1
  1.7	0	-47	-4	3	17	-6	-4	-1
- COc1ccccc1NC(CC(=O)c1ccccc1)C(=O)OCC(=O)c1ccc(F)cc1 (stereo not given)
  0.5	12	11	-7	7	7	12	-4	12
- Cc1cc(=O)n2[nH]c(SCc3ccc(Cl)cc3)nc2n1
  0.0	-2	-9	0	/	16	-25	-5	10
- Cc1ccc(C)n1-c1ccc(C(=O)N2CCC(C(N)=O)CC2)cc1
  -0.4	2	17	-8	0	5	-31	-4	44*
- Cc1ccc(C)c(NC(=S)N(CCc2nc3cc(C)c(C)cc3[nH]2)Cc2cccnc2)c1
  -0.5	-4	-5	-20	-1	8	-8	-6	-21
- CC(=NCC1CCCO1)c1c(O)[nH]c(=O)[nH]c1=O (stereo not given)
  -1.5	-7[fluorescence artefact?]	19	-2	3	6	19	0	-6
- Cc1ccc(NC(=O)CC2C(=O)N(Cc3ccccc3)C(=S)N2NC(=O)c2ccccc2)c(C)c1 (stereo not given)
  -0.1	1	14	-3	-5	7	5	-5	-13
- CCCOC(=O)c1ccc(NC(=O)CCC(=O)OCC)cc1
  -0.7	3	20	-4	6	16	0	-7	-4
- CN1CCN(/N=C/c2nc(-c3cccc([N+](=O)[O-])c3)n3ccccc23)CC1
  -1.6	1	-7	19	-5	12	14	2	-4
- COc1cc2c(cc1NC(=O)C(C)OC(=O)/C=C/c1ccc(OC(F)F)cc1)oc1ccccc12 (stereo not given)
  2.0	-3	-48	4	10	3	16	3	-8
- CN(Cc1cn[nH]c1-c1ccc2c(c1)OCO2)C1CCOCC1
  1.3	-3	2	5	-1	2	2	0	-4
- COc1ccc(NC(=O)c2cc3c(Cl)nc4ccccc4c3s2)c(OC)c1
  0.5	-3[fluorescence artefact?]	-11	-3	6	14	-22	1	-10
- CCCCNC(=S)N(C)/N=C/c1c(F)c(F)c(F)c(F)c1F
  1.6	3	52	7	5	11	-10	-5	-30
- O=C(CCc1nnc(COc2ccccc2)o1)NC1(c2ccccc2)CC1
  1.4	-1	27	-9	10	8	13	4	-18
- COc1cccc(C(=O)N2CCCC(c3nc(-c4cccs4)no3)C2)c1 (stereo not given)
  -1.4	5	43	11	4	5	-9	-4	-4
- COC(=O)C1=NN(C(=O)c2ccc(C)cc2)C(O)(c2ccc(Cl)cc2)C1 (stereo not given)
  -2.5	1	-26	-11	15	21	2	-1	-1
- Cc1cccc(N(CC(=O)NC(C)(C)C)C(=O)CNC(=O)c2cccs2)c1
  -0.8	-1	-3&22	-13	4	12&8	-10	-1	2
- CCOc1ccc(OCC(=O)Nc2nccs2)cc1
  1.0	-3	-21	-5	-6	6	16	-12	1
- Cn1c2ccccc2c(=O)n2c(=O)c3ccccc3cc12
  -0.4	2	-2	-18	1	7	-19	7	-5
- COc1cccc2cc(C(=O)C3=C(O)C(=O)N(CCCN4CCOCC4)C3c3ccncc3)oc12 (stereo not given)
  1.1	/	/	9	-5	/	3	6	-34
- Cc1cccc(Nc2nc(NCc3ccco3)c3ccccc3n2)c1
  0.5	3	-91	10	5	35	-2	12	-16
- CCOC(=O)c1ccc2c(c1)nc(SCc1cn3ccsc3n1)n2CC
  -0.1	-12	-11	-1	3	9	-17	-3	-24
- CC(=O)c1cc(C#N)c(SCc2ccccn2)nc1C
  -0.3	0	6	8	/	9	23	3	-2
- COc1ccc(/C=N/NC(=O)c2cc(-c3ccccc3OC)nc3ccccc23)cc1COC(C)=O
  -0.7	-2	-7	3	-6	16	2	4	-19
- COc1ccc(OC)c(C2=Nn3c(nnc3-c3cc(C)[nH]n3)SC2)c1
  -0.9	1	28	-3	/	7	2	7	1
- CCC(O)CNc1nc(SC)nc2sc3c(c12)CCN(C)C3 (stereo not given)
  1.5	2[fluorescence artefact?]	5	17	0	3	1	6	13
- CCOc1ccccc1NC(=O)Nc1cccc(S(N)(=O)=O)c1
  1.0	-2	-27	-19	/	9	-7	2	-8
- CCOc1ccccc1-c1nnc(SCC(=O)Nc2ccccc2)o1
  -0.4	-6	6	4	6	7	-27	-2	-1
- C=CCNc1nc(C2(C)CC3(CC(C)OC3=O)C(=O)O2)cs1 (stereo not given)
  0.7	-5[fluorescence artefact?]	9	-2	-4	9	0	2	-14
- CCCc1nc2oc3ccccc3c(=O)c2c(=O)n1-c1ccccc1
  0.7	0	-8	3	/	14	22	10	3
- O=C(NNC1=Nc2ccccc2SC1)c1ccccc1F
  -0.7	0	-22	-17	/	9	12	1	2
- C/C(Cn1nnc([N+](=O)[O-])n1)=N\NC(=O)c1cccc(Cl)c1
  1.8	3	1	-15	1	10	-13	2	-1
- Cc1c(C)n(C(=O)CSc2nncn2C)c2ccccc12
  0.8	0	-18	-6	-3	7	3	0	-6
- C=C(C)C(=O)Nc1cccc(C(C)=O)c1
  -0.2	-11[fluorescence artefact?]	6	-4	-4	/	2	5	-3
- CN(C)C(CNC(=O)c1ccc(NC(=O)CC#N)cc1)c1ccccc1 (stereo not given)
  2.1	-1	-4	3	-1	6	-14	1	-5
- COc1ccc(Nc2nc(Cl)nc(NCCO)n2)cc1
  -0.4	0[fluorescence artefact?]	5	5	7	9	-28	-2	-17
- O=C(c1ccc(F)cc1)N1CCN(C2CCC(c3ccccc3)CC2)CC1 (stereo not given)
  1.3	0	-13	-20	5	8	-4	0	-33
- CCOc1cc(/C=N\NC(=O)Cc2ccccc2)ccc1OCC(=O)Nc1ccc(C)c(C)c1
  0.4	-30	1	-2	-4	/	-16	1	-8
- COc1ccc(Cl)cc1S(=O)(=O)n1ccnc1C(C)C
  -1.7	4	4	1	-1	8	20	5	8
- COC(=O)c1c(F)c(F)c(N2CCOCC2)c(F)c1F
  0.8	-13[fluorescence artefact?]	-1	-7	-5	25	2	2	-20

# Next results
# Fields – S1P4 ag	eIF4E 4G PPI	EP2 mod	NPY2 pot ag	NPY Y1 blocker	EP2 antag	NPY1 pot ag	p97 ATPase inh	S1P4 antag
- CCOC(=O)C1CCN(C(=O)C2CCN(S(=O)(=O)CC)CC2)CC1
  6.1	3[fluorescence artefact?]	-11	-12	2	5	-6	-8	-8
- CCOc1ccc(NC(=O)CSc2nnc(Cn3cnc4ccccc43)n2C)cc1
  -0.8	1	29	15	4	22	-3	3	10
- COCCSc1ccccc1C(=O)NCCCn1ccnc1
  0.2	4	0	-10	10	9	-5	3	-21
- O=C(O)CCNS(=O)(=O)c1ccc2c(c1)Cc1ccccc1-2
  0.8	3	-20	-30	5	9	-19	-2	-33

# Screening data from PubChem.

# Only part of the results is shown, so the mix of outcomes need not match the whole.
